# Assay outcomes from PubChem.
# CaV13 ICDI inh: Primary screen for inhibitors of IQ motif and Ca2+-dependent inactivation inhibitor domain binding in CACNA1D, Förster resonance energy transfer in living cells, …; HEK cells, CFP/YFP FRET ICDI-IQ, plate reader, 10 min; percent FRET-ratio fall versus neutral wells; inhibition, % at 12.3 µM; 0.098% of 340,000 active;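 active means mean replicate inhibition of at least 30% and at least 1% of replicates passing that level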;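 further: 0% = median of the neutral control wells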
# PDI turbidity: blocks human protein disulfide isomerase activity. P07237. PDI insulin aggregation turbidity, A650, 90 min. inhibition, % at 10 µM. 0.052% of 350,000 active;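 active means mean inhibition across replicates of 30% or more, whatever share of single replicates reach that level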;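 further: absorbance from insulin aggregation driven by PDI reduction with DTT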
# MITF TRPM1 inh: MITF TRPM1 promoter inhibition in SK-MEL-5 cells | SK-MEL-5 TRPM1 promoter luciferase, 24 h | inhibition, % at 12.5 µM | 0.83% of 330,000 active;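 active means mean inhibition across replicates of 60% or more, whatever share of single replicates reaches that level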; further: values of inactives mirror those of a sister screen read the other way
# Peg3 promoter: Peg3 promoter activity inhibition; HeLa PEG-Prom luciferase reporter, luminescence, overnight; inhibition, % at 20 µM; 1.7% of 360,000 active; AID 588405;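 active means inhibition of at least 50% at 20 µM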
# NR2E3 ag-1: activates human photoreceptor nuclear receptor NR2E3; AID 2300; 0.12% of 320,000 active; Q9Y5X4; inhibition of corepressor binding, % at 4.78 µM; GST-NR2E3/biotin-RetCOR TR-FRET, 1536-well;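 active means percent inhibition above the cutoff of mean plus 3 SD of all tested compounds, set per screening campaign, cut at about 20% in these data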;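 further: 0% = DMSO wells and 100% = biotin wells as full block of FRET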
# Target sequence (Q9Y5X4 whole entry, looked up): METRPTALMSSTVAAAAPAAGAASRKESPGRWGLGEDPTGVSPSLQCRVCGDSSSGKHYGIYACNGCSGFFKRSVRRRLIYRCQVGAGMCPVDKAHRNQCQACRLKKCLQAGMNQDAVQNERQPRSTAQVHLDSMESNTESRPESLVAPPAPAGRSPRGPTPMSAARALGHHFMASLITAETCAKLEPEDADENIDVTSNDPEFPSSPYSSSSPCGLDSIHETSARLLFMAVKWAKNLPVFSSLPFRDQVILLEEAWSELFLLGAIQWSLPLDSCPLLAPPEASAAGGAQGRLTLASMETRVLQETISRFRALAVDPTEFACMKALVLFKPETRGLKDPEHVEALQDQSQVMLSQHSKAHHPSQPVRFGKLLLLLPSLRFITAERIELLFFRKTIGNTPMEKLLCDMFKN
#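 Material: NR2E3–RetCOR corepressor complex / Incubation: Compound–protein incubation for 5 h at 4 °C / Dosing: compound at 4.8 µM, single dose / Detection: time-resolved FRET / Benchmarks: high control biotin, low control 0.6% DMSO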
# Shn3 3UTR inh: inhibitors of Schnurri-3 3'UTR reporter in osteoblasts | AID 588674 | inhibition, % at 12.5 µM | Clone20 osteoblast Shn3 3'UTR firefly luciferase, 24 h | 0.52% of 360,000 active;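 active means mean inhibition of at least 75% with every replicate also reaching 75%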;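 further: 0% = median of neutral control wells and 100% = pilot-screen positive control compound; some compounds past the cut are filed as inactive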
# NR2E3 ag-2: human photoreceptor-specific nuclear receptor agonism. CHO-S Gal4-NCOR/VP16-NR2E3 two-hybrid, luciferase. inhibition of corepressor binding, % at 3.98 µM. 0.35% of 360,000 active. AID 602229;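 active means inhibition above the mean of all tested compounds plus 3 SD, cut at about 70% in these data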;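 further: 0% = DMSO with NR2E3 transfected cells and 100% = cells lacking NR2E3 construct; higher means lower luciferase signal from less NR2E3 corepressor binding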
# iPSC survival up: hiPSC single-cell survival enhancement | ATPlite luminescence; 100% = ROCK inhibitor wells, 0% = DMSO | AID 602274 | survival enhancement, % at 20 µM | 0.044% of 360,000 active; in the data active means survival enhancement above about 18%;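 further: cells exposed to compounds for 16 hours before the ATP read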
# Cardio protect: protects H9c2 cardiomyocytes from peroxide injury; H2O2 injury protection, ATPLite, 2 h; protection from H2O2 cell death, % at 20 µM; 0.63% of 360,000 active; AID 588492;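 active means compounds giving at least 50% protection of heart cells from peroxide-induced death in the single-dose screen, raw or plate-pattern-corrected value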;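 further: 0% = DMSO wells with peroxide and 100% = DMSO wells without peroxide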
# HIF-2a inh: blocks HIF-2a reporter activity; 786-0 RCC cells HIF-2a reporter, luciferase luminescence, overnight; inhibition, % at 18.8 µM; 0.72% of 360,000 active; AID 624352;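 active means inhibition of the luminescence signal of 40% or more relative to plate controls, in a single-dose primary screen at 18.75 µM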
# HTR2A ag: agonists of mouse serotonin 5-HT2A receptor (HTR2A); P35363; CHO-K1 mHTR2A beta-arrestin complementation, luminescence; percent of 30 µM serotonin response; activation, % at 7.6 µM; 0.66% of 360,000 active; AID 624169;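 active means activation above a run cutoff, the mean activation of all tested compounds plus 3 SD, cut at about 14% in these data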;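 further: 0% = plate median of compound wells and 100% = 30 µM serotonin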
# Target sequence (P35363 whole entry, looked up): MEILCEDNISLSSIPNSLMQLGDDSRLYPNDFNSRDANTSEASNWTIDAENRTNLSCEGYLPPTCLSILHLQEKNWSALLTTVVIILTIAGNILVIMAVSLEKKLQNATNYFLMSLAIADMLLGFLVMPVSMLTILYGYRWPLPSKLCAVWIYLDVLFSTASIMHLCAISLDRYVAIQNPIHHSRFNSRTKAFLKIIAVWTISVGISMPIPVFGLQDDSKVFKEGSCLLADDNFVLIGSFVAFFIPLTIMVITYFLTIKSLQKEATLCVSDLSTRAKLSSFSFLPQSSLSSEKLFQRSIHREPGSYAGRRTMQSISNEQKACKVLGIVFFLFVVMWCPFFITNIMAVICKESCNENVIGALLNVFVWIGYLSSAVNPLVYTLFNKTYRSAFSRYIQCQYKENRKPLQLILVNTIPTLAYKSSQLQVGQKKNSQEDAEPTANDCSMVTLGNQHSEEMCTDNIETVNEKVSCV
# Starred values were filed as active, the others as inactive; x = no result given.
SMILES,CaV13 ICDI inh,PDI turbidity,MITF TRPM1 inh,Peg3 promoter,NR2E3 ag-1,Shn3 3UTR inh,NR2E3 ag-2,iPSC survival up,Cardio protect,HIF-2a inh,HTR2A ag
COc1ccc(/C=C/C(=O)OCC(=O)c2ccc3c(c2)NC(=O)CO3)c(OC)c1,-15,8,8,4,-2,-1,-10,0.7,5,-8,7
COc1ccc(C(=O)NC(=S)NC(C)C)cc1Br,x,-6,-44,-55,3,-28,-38,-3.5,-3,-120,1
COC(=O)/C=C/c1c(C)nc(NCc2ccccc2)nc1Cl,-5,6,-1,11,-1,9,-15,0.9,-6,-4,-1
C#CCN(C[C@@H]1[C@@H](OC(=O)Nc2c(C)noc2C)[C@@H](OC(=O)Nc2c(C)noc2C)Cn2c(=O)n(CCCCCC)c(=O)n21)S(=O)(=O)c1ccc(C)cc1,-5,2,x,-20,x,2,-18,-2.4,-8,18,-6
COCC(C)NC(=O)Cn1c(SCc2ccccc2)nc2ccccc21 (stereo not given),-2,-5,-8,-6,5,-4,-20,0.3,0,16,-3
COc1ccc(OC)c(-n2c(SCC(=O)N3CCc4ccccc43)nc3c(c2=O)SCC3)c1,x,x,x,5,0,13,-1,0.6,9,23,-1
OC(c1ccccn1)(c1ccccn1)c1ccccn1,-5,7,14,21,-4,24,-5,-1.4,-3,18,0
O=C(Nc1ccc(C(=O)N2CCN(c3ccccc3)CC2)cc1)C1=CSCCO1,-5,5,0,-6,-1,-16,-11,-0.5,0,-14,0
CN1C(=O)CSc2ccc(C(=O)O)cc21,-2,x,-4,-1,0,-3,-32,-2.0,13,9,2
CNC(=O)CSc1nnnn1CCCOC,0,3,12,2,1,13,4,-2.4,-6,-9,-1
COc1ccccc1CNC(=O)c1cccc(C)c1[N+](=O)[O-],-1,-3,-3,10,-2,4,-9,-1.8,2,1,6
COc1ccc(Br)cc1CN(C)C(C)C(=O)Nc1cccc(C(C)=O)c1 (stereo not given),-4,10,11,24,1,20,-8,-0.6,1,22,-2
CC(C)c1cccc(C(C)C)c1NC(=O)COC(=O)C1CCC1,-12,9,2,-4,2,1,-2,-0.5,0,14,-6
Cc1n[nH]c(C)c1N1C(=O)c2cccc3cc(Br)cc(c23)C1=O,x,-4,-3,24,6,12,-9,0.7,0,21,-4
CCOC(=O)c1nc(C)sc1-c1ccnn1S(=O)(=O)c1cccc(Cl)c1,-13,2,7,19,0,16,-1,0.1,-1,30,-1
COC(=O)/C=C1/S/C(=N/N=C/c2ccco2)NC1=O,4,-1,x,0,2,x,3,-0.1,1,13,6
COc1ccc(CCCc2nnc(SCc3nc4ccccc4c(=O)[nH]3)n2C)c(C)c1,-2,-5,-1,2,-1,-15,-10,1.4,4,13,5
CCn1c2ccc(F)cc2c2nnc(NN)nc21,-7,-15,7,1,-4,4,-6,-0.2,8,25,1
O=C(NCc1cccc(Cl)c1)C1Cc2c(-c3ccccc3)ccnc2O1 (stereo not given),-4,-2,x,11,x,1,-11,0.2,-4,1,-11
O=C1C=C(O)c2c(O)cc(O)c(O)c2C1=O,x,x,14,8,-2,3,-21,-2.0,0,10,-4
COc1ccccc1CCNC(=O)C1CCC(=O)N(Cc2ccccc2OC)C1 (stereo not given),-6,4,8,-14,-1,-10,17,0.2,-2,-29,-2
COc1ccc(C(=O)CSc2nnc(-c3ccco3)n2CC2CCCO2)cc1 (stereo not given),-4,1,14,15,3,-6,-7,0.3,-3,13,3
O=C(NC1CCCC1)C1CCCN1C(=O)Oc1ccccc1 (stereo not given),-6,5,3,-1,-1,7,-10,-1.8,-5,16,0
CCOc1cc(N2CCOCC2)c(OCC)cc1NC(=O)CN1C(=O)NC2(CCCCC2C)C1=O (stereo not given),-4,-4,7,16,x,-7,-14,-0.1,-1,6,4
CCCc1nc2c(c(=O)c3ccccc3n2C)c(=O)n1-c1cc(C)cc(C)c1,0,-7,-14,-102,1,0,-39,-0.5,-1,-78,12
CCOC(=O)CN(C(=O)COC(=O)C1=NNC(=O)CC1)c1ccc(F)cc1,-6,1,2,-7,x,-2,-21,1.4,0,-16,2
NC1=NC2=C(CCCC2)C2(CCCCC2)S1,-8,-1,9,24,-2,43,3,0.3,-7,19,-6
O=c1cc(CS(=O)(=O)c2ccccc2)nc(-c2ccncc2)[nH]1,3,0,7,9,0,-6,17,-0.6,0,13,0
CC1CCCCC1NC(=O)CSc1nnc(-c2ccco2)n1C (stereo not given),-15,-3,2,-5,2,-2,7,0.0,3,5,-5
Cc1ccc(CNC(=O)c2cc3c(=O)n(C)c4ccccc4c3n2C)o1,-2,x,x,-7,4,2,-13,0.5,33,-8,9
CSc1ccccc1OCc1cc(C(=O)N(C)Cc2ccncn2)no1,-6,0,-116,-235,-3,-121,-106,0.6,-10,-249,5
CCN(CC)CCCNC(=O)CSc1nc(-c2cccs2)cc(C(F)(F)F)n1,7,4,2,-1,-5,11,3,0.1,1,7,1
Cc1ccc(C)c(/C=C2\N=C(c3ccccc3F)OC2=O)c1,-5,-9,15,11,2,4,-15,0.5,11,18,-4
CCn1c(SCC(=O)Nc2ccc3c(c2)OCCO3)nnc1-c1cccnc1,-5,-1,4,-22,-2,-44,-9,1.2,0,-17,4
O=C(Nc1ncc2c(n1)-c1ccccc1OC2)c1ccc(Cl)cc1Cl,-6,-15,2,8,-1,-13,3,-2.2,-4,2,0
CCc1cc2c(cc(C(=O)O)n2C)s1,-6,-7,7,5,0,6,-12,1.4,15,8,-2
CC(C)n1c(SCC(=O)Nc2ccc3c(c2)OCO3)nc2c1c(=O)n(C)c(=O)n2C,-8,-1,5,10,-2,19,-14,2.6,18,19,-3
CCOC(=O)CSc1nnc(-c2ccc(OC)cc2OC)o1,-9,6,8,-12,-1,9,-4,11,4,27,1
Cc1nc(C#N)c(N/N=C/c2c(F)cccc2Cl)o1,-6,-3,x,-113,1,-10,-42,0.3,10,-215,3
CSc1ncnc2c1ncn2CCCNCc1cccc2ccccc12,-7,1,x,2,x,-13,-9,-0.7,4,-2,-6
COCCNC(=O)Cn1cc(/C=N/NC(=O)c2ccc(Oc3ccc(O)cc3)cc2)c2ccccc21,-8,6,5,-8,-2,5,-8,-1.7,10,-3,-6
C[C@H](CO)N1C[C@H](C)[C@@H](CN(C)Cc2ccncc2)Oc2c(NC(=O)CCCCCC(=O)Nc3ccccc3N)cccc2C1=O,-13,-14,-2,-3,x,30,-36,-1.1,4,1,5
CCCc1ncc(C(=O)c2ccc(OC)cc2)n1C,-4,-6,-28,-41,-1,2,-10,-2.2,-2,-53,-1
COc1ccc(C(=O)NCC(=O)n2nc(C)cc2C)cc1OC,-4,2,3,11,-1,-6,-15,0.6,-3,6,0
Cc1ccc(Cn2c(C(C)Nc3nc(-c4ccc(Cl)c([N+](=O)[O-])c4)cs3)nc3cc(C(F)(F)F)ccc32)cc1 (stereo not given),-8,-4,2,12,3,15,-27,-0.7,-17,-5,-2
Cc1nc2ccc(NS(=O)(=O)c3c(F)cc(F)cc3Br)cc2s1,-8,3,12,18,2,56,75*,-0.5,-18,18,7
O=C(NC(=S)NC1CCSC1=O)c1cccs1 (stereo not given),-20,-1,-9,5,1,15,3,-1.8,-2,-4,9
C=CCn1c(CC(=O)Nc2ccc(C)cc2C)nnc1SCC(=O)N1CCOCC1,x,5,-2,11,0,-7,7,0.0,0,5,-2
COC(C(=O)Nc1ccc(S(=O)(=O)Nc2ccc(C)c(C)c2)cc1)c1ccccc1 (stereo not given),-19,-10,9,23,-3,9,27,-1.9,-4,12,-5
CC1CCN(C(=O)CN(c2cccc(F)c2)S(C)(=O)=O)CC1,-4,11,-10,18,1,-11,16,2.2,7,9,-2
NC(=O)C1(N2CCCCC2)CCN(Cc2ccc(Br)cc2)CC1,-4,-2,16,11,3,37,6,-0.5,-20,13,4
N=c1c(C(=O)NC2CCCCC2)cc2c(=O)n3ccccc3nc2n1Cc1cccnc1,13,6,3,4,4,-5,-12,-0.3,4,9,0
CCOC(=O)[C@@H]1[C@H]2COc3cc(OC)ccc3[C@@H]2N2C(=O)N(c3ccc(OC)cc3)C(=O)[C@]12C,-5,-3,-3,6,3,1,-21,-0.2,7,9,12
NC(=O)C1CCN(C(=O)C23CC4CC(CC(C4)C2)C3)CC1,-5,9,9,-2,0,-17,10,-2.3,-2,9,4
Cc1cc(C(=O)N/N=C/c2ccc(C)o2)c2ccccc2n1,-4,-4,-1,27,-3,23,-51,-1.3,2,11,-5
O=C(NCc1ccncc1)C(=O)NCC1OCCN1S(=O)(=O)c1ccc(Br)cc1 (stereo not given),-3,-4,1,27,3,10,11,0.3,-4,10,-5
COC(=O)n1c(=O)oc2cc(S(=O)(=O)N3CCOCC3)ccc21,-6,-4,15,9,-1,15,-2,-1.9,-2,10,2
O=C(CSCc1cc(=O)[nH][nH]1)Nc1ccc(F)cc1,-4,1,-8,9,-4,-10,-23,-0.3,2,11,2
CC(=O)c1cccc(N(C(=O)c2ccco2)C(C(=O)NC2CCCC2)c2cccs2)c1 (stereo not given),-4,-1,-5,6,0,-1,-25,-0.7,4,12,3
O=C(CCc1c[nH]c2ccccc12)OCC(=O)c1ccccc1,36*,-9,x,7,x,-2,8,4.4,-7,13,-7

# Additional results:
SMILES,CaV13 ICDI inh,PDI turbidity,MITF TRPM1 inh,Peg3 promoter,NR2E3 ag-1,Shn3 3UTR inh,NR2E3 ag-2,iPSC survival up,Cardio protect,HIF-2a inh,HTR2A ag
O=[N+]([O-])c1ccc(S(=O)(=O)CC(CN2CCCCC2)N2CCCCC2)cc1 (stereo not given),-19,5,81*,108*,3,57,7,-3.8,-22,27,-6
COCCn1c(SCCCc2ccccc2)nc2c1c(=O)[nH]c(=O)n2C,-4,10,-2,19,0,-13,10,-1.2,-6,17,-1
CCCCCC(=O)N1C[C@@H](n2cc(COC(=O)c3ccccc3)nn2)[C@H](O)C[C@@H]1c1ccc(C)cc1,-4,6,x,-2,x,12,14,0.3,9,9,-2
O=C(COC(=O)/C=C/c1cccs1)Nc1cccc(S(=O)(=O)N2CCOCC2)c1,-41,-7,5,5,4,-12,-32,0.6,-7,20,-5

# Whole records from above. Order of screens: CaV13 ICDI inh	PDI turbidity	MITF TRPM1 inh	Peg3 promoter	NR2E3 ag-1	Shn3 3UTR inh	NR2E3 ag-2	iPSC survival up	Cardio protect	HIF-2a inh	HTR2A ag
# `CCCCCC(=O)N1C[C@@H](n2cc(COC(=O)c3ccccc3)nn2)[C@H](O)C[C@@H]1c1ccc(C)cc1` as listed: -4	6	x	-2	x	12	14	0.3	9	9	-2
# `O=C(COC(=O)/C=C/c1cccs1)Nc1cccc(S(=O)(=O)N2CCOCC2)c1` as listed: -41	-7	5	5	4	-12	-32	0.6	-7	20	-5
# `COCCn1c(SCCCc2ccccc2)nc2c1c(=O)[nH]c(=O)n2C` as listed: -4	10	-2	19	0	-13	10	-1.2	-6	17	-1
# `O=[N+]([O-])c1ccc(S(=O)(=O)CC(CN2CCCCC2)N2CCCCC2)cc1` (stereo not given) as listed: -19	5	81*	108*	3	57	7	-3.8	-22	27	-6
